# Assay outcomes (PubChem)
# CTSL1 counter = blocks F. hepatica cathepsin L1 in PFM18AAP counter-screen | recombinant F. hepatica cathepsin L1, Z-Leu-Arg-MCA fluorescence | inhibition, % at 5.96 µM | hit rate 0.49% among 300,000 | AID 1906;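 active means inhibition above the mean of all tested compounds plus 3 SD, set per screening campaign, cut at about 17% in these data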;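 further: 0% = plate median of test compound wells and 100% = 1 µM Z-Phe-Ala-diazomethylketone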
# GRK2 aptamer HTS = inhibitors of human GRK2 displacing RNA aptamer | inhibition of aptamer binding, % at 10 µM | P25098 | hit rate 0.59% among 330,000 | bead flow cytometry, FAM-aptamer displacement from GRK2;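 active means inhibition of aptamer binding above 40%, roughly 3 SD of noise, on plates passing a quality check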;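 further: median bead fluorescence of bound FAM aptamer so fluorescent compounds give negative values; no value below 0 was filed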
# proCasp7 act = activates human procaspase-7, counter-screen for procaspase-3 activators; recombinant procaspase-7, Ac-DEVD-pNA absorbance 405 nm; D23A/D198A/D206A triple mutant, cannot self-cleave; scale: DMSO 0, 5 µM enzyme 100; activation, % at 8.5 µM; AID 463210; hit rate 0.093% among 330,000; P55210;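 active means percent activation above the screen-wide mean plus 3 SD, cut at about 25% in these data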
# Target sequence (P55210 whole entry D23A/D198A/D206A): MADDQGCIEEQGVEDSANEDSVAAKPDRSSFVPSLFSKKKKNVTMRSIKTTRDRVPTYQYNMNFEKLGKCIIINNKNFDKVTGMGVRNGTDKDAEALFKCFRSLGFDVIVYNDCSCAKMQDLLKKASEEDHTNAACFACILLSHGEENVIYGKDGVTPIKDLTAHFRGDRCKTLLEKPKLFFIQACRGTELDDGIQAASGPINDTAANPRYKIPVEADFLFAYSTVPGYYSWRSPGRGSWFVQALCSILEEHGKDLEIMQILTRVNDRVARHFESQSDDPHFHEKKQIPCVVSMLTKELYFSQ
#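 Assay system: Uncleavable procaspase-7 mutant enzyme; Input: 2 µM procaspase-7 mutant as dispensed; Also added: DEVD-pNA substrate; Medium: Zinc-free HEPES pH 7.4 with 300 mM NaCl, 0.01% Triton X-100; Timing: 1 h compound preincubation, 2 h substrate cleavage, 25 °C; Measured by: Epi-absorbance of released pNA at 405 nm, two timepoints.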
# core dimer inh = HCV core protein dimerization inhibition | inhibition, % at 5 µM | AID 1899 | hit rate 0.33% among 300,000 | TR-FRET GST/Flag-core106 dimerization, 1536-well;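 active means inhibition above the mean of all tested compounds plus 3 SD, set per screening campaign, cut at about 45% in these data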
#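 Material: Tagged HCV core106 pair (GST and Flag) | Amount: GST-core106 13.5 nM, Flag-core106 17 nM | Medium: KF-containing HEPES buffer, pH 7.45, DTT, CHAPS, BSA | Reagent: Eu donor and XL665 acceptor anti-tag antibodies | Schedule: 4 h at 22.5 °C | Technique: Time-resolved FRET, ex 340 nm, em 617 and 671 nm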
# procasp3 activ = activators of human procaspase-3. P42574. hit rate 0.11% among 330,000. activation, % at 8.5 µM. AID 463141. recombinant procaspase-3 D3A, Ac-DEVD-pNA absorbance 405 nm;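 active means activation above the mean of all tested compounds plus 3 SD, cut at about 21% in these data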;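 further: 0% = DMSO alone and 100% = DMSO wells spiked with extra 5 µM PC-3 D3A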
# Target sequence (P42574 whole entry D9A/D28A/D175A): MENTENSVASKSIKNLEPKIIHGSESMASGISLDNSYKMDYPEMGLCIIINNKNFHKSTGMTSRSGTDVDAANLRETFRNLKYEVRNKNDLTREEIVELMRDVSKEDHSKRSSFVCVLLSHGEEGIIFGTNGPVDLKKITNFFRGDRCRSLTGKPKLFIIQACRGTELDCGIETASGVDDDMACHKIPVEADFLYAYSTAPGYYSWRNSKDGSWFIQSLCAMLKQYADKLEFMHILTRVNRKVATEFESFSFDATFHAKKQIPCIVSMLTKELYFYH
#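 Evaluation: percent activation relative to control range; Material: Procaspase-3 D3A mutant, all three cleavage aspartates alanine; Compound: single dose, 8.5 µM nominal compound, 0.8% DMSO; Replication: one well per compound; Signal: absorbance at 405 nm, 0 and 120 min; Schedule: 1 h preincubation plus 2 h reaction at 25 °C.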
# PP1 inh = PP1-alpha (human) inhibition in PP5 counter-screen; P62136; purified PP1alpha, OMFP fluorescence; inhibition, % at 6.7 µM; hit rate 0.9% among 320,000; AID 2235;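 active means inhibition above the mean inhibition of all tested compounds plus 3 SD, computed separately for each screening campaign, cut at about 15% in these data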
# Target sequence (P62136 whole entry, looked up): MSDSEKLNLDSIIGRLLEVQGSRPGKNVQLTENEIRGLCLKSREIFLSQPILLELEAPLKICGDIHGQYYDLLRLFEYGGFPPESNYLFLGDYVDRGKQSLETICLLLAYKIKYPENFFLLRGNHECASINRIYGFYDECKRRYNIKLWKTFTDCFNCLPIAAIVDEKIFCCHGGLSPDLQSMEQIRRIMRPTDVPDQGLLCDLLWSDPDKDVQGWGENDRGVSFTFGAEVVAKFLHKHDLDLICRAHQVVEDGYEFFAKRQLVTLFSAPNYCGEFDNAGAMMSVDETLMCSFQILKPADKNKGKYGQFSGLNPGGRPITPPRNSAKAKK
# JMJD2C inh = blocks human GASC-1 demethylase activity; Q9H3R0; GST-JMJD2C(1-420) H3K9me3 demethylation, DELFIA europium; inhibition, % at 2.35 µM; hit rate 0.069% among 330,000; AID 2099;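 active means more than half of a compound's replicate wells show inhibition beyond 50%, single wells judged on their own value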;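 further: signal counts dimethyl H3K9 product captured on neutravidin plate; 0% = median of DMSO wells and 100% = 0.3 times that DMSO median; strong numbers were not always called active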
# PP5 inh = PP5 (human) phosphatase inhibition; P53041; purified PP5c, OMFP substrate fluorescence; inhibition, % at 6.7 µM; hit rate 0.18% among 320,000; AID 1987;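 active means inhibition above the campaign's mean inhibition across all tested compounds plus 3 SD, cut at about 9.5% in these data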;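 further: 0% = DMSO only and 100% = 100 µM cantharidin control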
# VLA-4 inh = inhibition in a human VLA-4 binding assay | P13612 | VLA-4 expressing cells, ligand binding flow cytometry | inhibition, % (about 7 µM as worked out from the volumes in the protocol) | hit rate 0.2% among 330,000; in the data active means inhibition above about 50%
# Active calls of the source: *; i = inactive; . = not tested or not shown. Rows were taken by chance; overall some 2.6% were active at least once.
# Value order: CTSL1 counter, GRK2 aptamer HTS, proCasp7 act, core dimer inh, procasp3 activ, PP1 inh, JMJD2C inh, PP5 inh, VLA-4 inh
CC(C)c1nc2cc(C(=O)NC(C)c3cnn(C)c3)ccc2o1 (stereo not drawn)
 : 3, 0, 3, -7, 11, -2, 0, -1.5, 4
CN(C)S(=O)(=O)c1cccc(C(=O)NCC2(N3CCOCC3)CCCCC2)c1
 : 1, 0, 0, 0, 4, 1, 4, -0.2, 0
Cc1c(Cc2ccccc2)c(=O)oc2cc(OCC(=O)c3ccccc3)ccc12
 : 3, 0, 4, -5, -1, -3, 3, 0.2, -5
CCOc1cc(N2CCOCC2)c(OCC)cc1NC(=O)CSc1ncccc1C(=O)O
 : ., 0, -10, ., -8, ., 1, ., -4
Cc1ccc(S(=O)(=O)N2CCOCC2)cc1NC(=O)C1=NN(c2ccccc2)C(=O)CC1
 : -2, 1, 1, -22, 1, -4, -1, 0.9, -12
Cc1cc(C(=O)COC(=O)CC2Sc3ccccc3NC2=O)c(C)n1-c1ccc2c(c1)OCO2 (stereo not drawn)
 : -86, 1, 4, 41, 2, 11, -3, 3.0, 3
CC(CN1CCOCC1)OC(=O)CCc1ccccc1 (stereo not drawn)
 : -2, 3, -1, 2, 2, -2, -5, 4.0, -12
Cn1c(=O)[nH]c2nnc(-c3ccc(Cl)c(Cl)c3)nc2c1=O
 : 0, 2, -8, 1, 2, -3, -4, -1.1, 1
Cc1ccc(C(=O)N/C(=C\c2cn(S(=O)(=O)N(C)C)c3ccccc23)C(=O)NCCCN2CCOCC2)cc1
 : 2, 0, 0, 1, -5, -1, -2, 1.2, 9
Clc1ccc(-c2csc(-c3ccno3)n2)cc1
 : 0, 2, -4, 1, 4, -4, -13, -2.2, -3
Cc1c(C(=O)O)cccc1-c1ccc(/C=N/n2cnnc2)o1
 : 8, 25, 1, -9, 3, 1, i, 1.1, 2
CCC1CCCCN1C(=O)CSc1nnc2nc(C)cc(C)n12 (stereo not drawn)
 : ., 2, -4, ., 6, -4, 1, 1.0, 8
Cc1cc(OCC(=O)N(C)c2c(N)n(Cc3ccccc3)c(=O)[nH]c2=O)c(C(C)C)cc1Cl
 : 0, 1, 0, 1, 2, -4, 14, -1.3, -1
Cc1ccc2nc(SC(C)C(=O)Nc3cccc([N+](=O)[O-])c3)[nH]c2c1 (stereo not drawn)
 : 0, 0, -1, 0, 5, 1, 18, 2.1, -3
Cc1cccc(C)c1NC(=O)CN(C)CC(=O)Nc1ccccc1Oc1ccccc1
 : -1, 0, 5, 2, -3, 2, -2, 1.8, 15

# Ordered by SMILES length (low to high): some entries from above
# Value order: CTSL1 counter, GRK2 aptamer HTS, proCasp7 act, core dimer inh, procasp3 activ, PP1 inh, JMJD2C inh, PP5 inh, VLA-4 inh
CC(CN1CCOCC1)OC(=O)CCc1ccccc1 (stereo not drawn)
 : -2, 3, -1, 2, 2, -2, -5, 4.0, -12
Clc1ccc(-c2csc(-c3ccno3)n2)cc1
 : 0, 2, -4, 1, 4, -4, -13, -2.2, -3
Cc1c(C(=O)O)cccc1-c1ccc(/C=N/n2cnnc2)o1
 : 8, 25, 1, -9, 3, 1, i, 1.1, 2
Cc1c(Cc2ccccc2)c(=O)oc2cc(OCC(=O)c3ccccc3)ccc12
 : 3, 0, 4, -5, -1, -3, 3, 0.2, -5

# (further entries)
# Value order: CTSL1 counter, GRK2 aptamer HTS, proCasp7 act, core dimer inh, procasp3 activ, PP1 inh, JMJD2C inh, PP5 inh, VLA-4 inh
Cc1ccc(C)c(NC(=S)NNC(=S)Nc2ccc(C(C)C)cc2)c1
 : 1, 0, -21, 12, -2, 3, -1, 7.7, 8
COc1cc(NC(=O)C2CCCN2S(=O)(=O)c2ccc3c(c2)CCC(=O)N3)cc(OC)c1 (stereo not drawn)
 : -3, 2, 9, -2, 1, -1, -3, 1.5, -2
CC(C)=C1C2CCC1C1C(=O)N(c3nc(-c4ccc(C(C)C)cc4)c(C)s3)C(=O)C21 (stereo not drawn)
 : -1, 7, 3, 20, -4, 6, 1, 5.4, -2
CCCCOc1cccc(C(=O)NC(=S)Nc2cccc(C(F)(F)F)c2)c1
 : -2, 1, 2, 3, -4, -1, 5, 3.8, 5
COC(=O)CN=Cc1c(O)n(-c2ccc(Cl)cn2)c(=O)c2ccccc12
 : -1, 0, -2, -3, -1, 8, -18, 1.9, 9
Nc1nc2ccc(S(=O)(=O)c3ccc4nc(N)sc4c3)cc2s1
 : -3, 1, 8, 6, 1, 1, 3, 1.2, 7
CN(C(=O)COC(=O)CNC(=O)c1ccccc1Cl)c1ccccc1
 : -2, 0, 7, -2, 2, -4, 1, -2.5, 3
Cc1nc2ccc(NS(=O)(=O)c3c(C)c(C)cc(C)c3C)cc2s1
 : -1, 2, 3, 4, -6, 1, -2, 3.6, -3
COc1cc(Nc2ccc(S(N)(=O)=O)cc2)c([N+](=O)[O-])nc1[N+](=O)[O-]
 : 1, 1, 7, 0, -9, 0, -3, -1.3, -1
COC(=O)C[C@H]1c2cc(C(F)(F)F)ccc2S(=O)(=O)N1c1ccc(N(C)C)cc1
 : -4, 0, 5, -7, -2, 0, -1, 0.3, 23
Cc1ccc(-n2c(N)c(C(=O)N3CCOCC3)sc2=S)cc1
 : 1, 3, -15, 0, -5, -3, -9, -1.5, -11
COC(=O)CSc1ccsc1C(=O)O
 : -1, 14, -4, 5, 4, -2, -5, 1.5, 2
N#C/C(=C\c1c(N2CCCCCC2)nc2ccccn2c1=O)C(=O)NCc1ccco1
 : -5, 0, -7, 0, -13, 0, 0, 0.8, 9
COc1cccc(N2CCN(C(=S)NCc3ccco3)CC2)c1
 : 1, 0, -29, 1, -6, -3, -6, 2.7, 2
COc1ccc(C2=C(Nc3ccc(F)cc3)c3ccccc3C2=O)cc1
 : 0, 0, 3, -11, 4, -1, 10, 1.0, 25
COC(=O)C1CCN(C(=O)COC(=O)c2cc([N+](=O)[O-])ccc2N2CCOCC2)CC1
 : ., 1, -2, ., 0, 0, -5, 1.0, 2
COc1cc(NC(=O)C(c2ccccc2)c2ccccc2)c(C(=O)O)cc1OC
 : -5, 2, 4, 2, 3, -2, -4, 1.6, 9
CC(=O)c1ccc(OC(=O)CCc2ccccc2)cc1
 : -7, 3, -1, 5, -7, -2, 4, 2.1, -6
COc1ccc(NCc2nnc(SCC(=O)c3ccc(C)cc3)o2)cc1
 : 2, 0, -16, 16, -21, 6, -34, 2.7, 17
Cc1cc(OCc2cc(C(=O)N(C)C3CCOC3)no2)cc(C)c1Cl (stereo not drawn)
 : 0, 0, -4, -1, 8, 5, -1, 1.1, 26
COc1ccc(NC(=O)c2ccc(C(=O)Nc3ccc(OC)cc3OC)cc2)c(OC)c1
 : -1, 0, -10, -13, 0, 0, 5, 4.5, -4
CCCN(CCC)c1ccc(/C=N/NC(=O)CN2CCOCC2)cc1
 : 0, 1, -5, -14, -10, 0, 3, 1.4, 9
O=C(Nc1ccc(Oc2cccc(C(F)(F)F)c2)nc1)c1cccs1
 : 1, 0, -2, 15, 2, 3, 4, 7.2, -1
CC(C)(C)C(=O)Nc1ccc(C(=O)NCc2cccnc2)cc1
 : -2, 2, -10, -8, -1, -3, 2, 0.9, 13
Cc1nc(-c2cccnc2)sc1C(=O)N/N=C/c1ccccc1Cl
 : 1, ., 11, 2, 8, -4, -12, -2.4, -8
COc1ccc(NC(=O)C2=NNC(=O)CC2)cc1S(=O)(=O)N1CCCCC1
 : -4, 1, -6, 3, -6, 4, 2, 3.6, -1
COCCNc1ccc([N+](=O)[O-])cc1C(=O)NC1CCCc2ccccc21 (stereo not drawn)
 : 2, 2, 2, 10, -4, -4, 8, -0.2, 0
COc1ccc(C(=O)NNC2CC(=O)N(Cc3ccccc3)C2=O)cc1OC (stereo not drawn)
 : -3, 0, 0, -4, -2, -6, 2, 3.5, 8
c1cncc(-c2nnc(SCc3nc4ccccc4[nH]3)o2)c1
 : -1, 1, 5, -2, -1, 0, 3, 1.6, 7
O=C1[C@H]2[C@H](C=CC[C@H]2C(=O)N2CCN(c3ccccc3)CC2)CCN1Cc1ccc(Cl)c(Cl)c1
 : -2, 0, -8, 11, -1, 7, -5, 4.0, 7

# Six compounds already listed, arranged by the number in procasp3 activ, rising:
mol	procasp3 activ
CC(=O)c1ccc(OC(=O)CCc2ccccc2)cc1	-7
Cc1nc2ccc(NS(=O)(=O)c3c(C)c(C)cc(C)c3C)cc2s1	-6
COCCNc1ccc([N+](=O)[O-])cc1C(=O)NC1CCCc2ccccc21 (stereo not drawn)	-4
COc1ccc(NC(=O)c2ccc(C(=O)Nc3ccc(OC)cc3OC)cc2)c(OC)c1	0
Cc1cc(OCC(=O)N(C)c2c(N)n(Cc3ccccc3)c(=O)[nH]c2=O)c(C(C)C)cc1Cl	2
CCC1CCCCN1C(=O)CSc1nnc2nc(C)cc(C)n12 (stereo not drawn)	6

# (listing goes on)
# Value order: CTSL1 counter, GRK2 aptamer HTS, proCasp7 act, core dimer inh, procasp3 activ, PP1 inh, JMJD2C inh, PP5 inh, VLA-4 inh
COc1ccc(N=C(C)C2=C(O)COC2=O)cc1
 : 7, 3, -3, -19, -7, -2, 1, -4.9, 1
CC(=O)Nc1ccc(OCC(O)CN2CCN(S(=O)(=O)c3ccc(NC(C)=O)cc3)CC2)cc1 (stereo not drawn)
 : -5, 3, 7, 2, 10, -2, -6, 0.3, 1
N#CC1=C(N)Oc2nc[nH]c(=O)c2C1c1cccs1 (stereo not drawn)
 : 2, 0, 7, 41, -5, -1, -7, -3.0, 14
O=C(CC1CCC1)NC(c1ccccc1)c1ccccc1
 : -1, 1, 0, -2, 10, -3, 0, -0.6, 4
Cc1ccc(OCc2n[nH]c(=S)n2N)cc1C
 : 3, 1, -5, -3, -1, -3, 2, -0.6, -11
O=C1NC(=Nc2ccc(O)cc2)S/C1=C\C=C\c1ccco1
 : 2, 9, -19, 18, -11, 16*, 4, 0.4, 1
Cc1c(C(=O)NC2CCCCC2)oc2ccccc12
 : 0, ., -4, -8, -4, -2, -11, 2.9, -8
COc1ccccc1N1CCN(C(=O)c2ccc(CN3CCc4ccccc4C3)cc2)CC1
 : -2, 0, 6, 8, -3, 0, -15, 5.3, 2
CC1CSc2nnc(CCc3ccccc3)n21 (stereo not drawn)
 : -2, 0, 5, -5, 6, -9, 4, 3.2, -16
Cc1cccc(C)c1NC(=O)Nc1ccccc1-n1ccnc1
 : 1, 0, 1, 6, 10, -2, -15, 0.2, 3
